LMP1 NFkB inh = Epstein-Barr LMP1 NF-kappaB reporter inhibition; LMP1-induced NF-kappaB luciferase reporter cells, luminescence; inhibition, % at 12.5 µM; 350,000 compounds, 0.69% hits; AID 504558; in the data active = inhibition above about 41%;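 note: 0% = neutral control wells and 100% = reference inhibitor control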
TLR9-MyD88 inh = blocks human TLR9 binding to MyD88; CHO BLA complementation TLR9-MyD88, CCF4 FRET ratio; inhibition, % at 4.98 µM; 340,000 compounds, 0.21% hits;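 active = inhibition above the mean over all tested compounds plus 3 SD, cut at about 21% in these data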;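 note: 0% = DMSO only wells and 100% = clavulanate BLA inhibitor control wells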
NOD2-RIPK2 inh = NOD2-RIPK2 protein interaction inhibition; O43353; CHO BLA complementation NOD2-RIPK2, CCF4 ratio; inhibition, % at 4.98 µM; 360,000 compounds, 0.38% hits; AID 624267; in the data active = inhibition above about 21%;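 note: 0% = vehicle only and 100% = reference blocker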
COUP-TFII inh = blocks human COUP-TFII nuclear receptor. 370,000 compounds, 0.7% hits. inhibition, % at 8.6 µM. AID 686940. P24468. HEK293T NGFI-A luciferase reporter, luminescence;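 active = inhibition above a per-plate cutoff, mean inhibition of test wells between control levels plus 3 SD, cut at about 38% in these data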;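 note: cells cotransfected with COUP-TFII expression vector driving the NGFI-A reporter; 0% = median of COUP-TF2 test wells and 100% = reporter-only cells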
LRH-1 inv ag = NR5A2 inverse agonism in reporter assay; 360,000 compounds, 0.13% hits; O00482; inhibition, % at 3.6 µM; HEK293T StAR-luciferase reporter, LRH-1 transfected, 24 h;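 active = inhibition above the mean inhibition of all tested compounds plus 3 SD, cut at about 73% in these data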;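 note: 0% = DMSO wells and 100% = reporter-only cells lacking LRH-1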
NCOA2 inhibitor = human SRC2 (NCOA2) inhibition; Q15596; HEK293 GAL4-SRC2 luciferase reporter, luminescence; inhibition, % at 9 µM; 370,000 compounds, 0.17% hits; AID 651957;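 active = inhibition above the mean inhibition of all tested compounds plus 3 SD, set per campaign, cut at about 52% in these data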;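 note: 0% = DMSO treated cells and 100% = cells given Gossypol at 36 µM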
SRC1 inh = inhibits human SRC1 coactivator | Q15788 | inhibition, % at 3.6 µM | AID 588354 | 360,000 compounds, 0.12% hits | HEK293 GAL4-SRC1 luciferase reporter, luminescence;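 active = inhibition above the campaign mean plus 3 SD, with each screening campaign given its own cutoff, cut at about 60% in these data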;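 note: 0% = DMSO treated cells and 100% = gossypol at 36 µM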
C8 TRAIL sens = caspase-8 TRAIL sensitization. NB7+C8 cells + TRAIL, ATPlite viability luminescence. inhibition (viability loss, TRAIL sensitization), % at 10 µM. 360,000 compounds, 1% hits. AID 624354;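 active = compounds causing at least 50% loss of cell viability in the single-dose screen, relative to plate controls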
TROY NFkB inh = blocks TROY-dependent signaling in reporter cells; Q293 LMP1-TROYcd NF-kB luciferase reporter, 4 h; inhibition, % at 10 µM; 360,000 compounds, 0.98% hits; AID 1347056;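 active = compounds whose plate-normalised and pattern-corrected inhibition of the luciferase reporter signal at the single screening dose is 50% or more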
TWEAK Fn14 block = blocks TWEAK-Fn14 interaction in a reporter cell assay; 360,000 compounds, 2% hits; inhibition, % at 10 µM; TWEAK-stimulated Fn14 reporter cells, luciferase luminescence, 8 h; AID 1159606; in the data active = inhibition above about 50%
NCOA3 inh = human NCOA3 inhibition | inhibition, % at 3.6 µM | HEK293 GAL4-SRC3 luciferase reporter, luminescence | Q9Y6Q9 | 360,000 compounds, 0.17% hits | AID 588352;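 active = inhibition above a per-campaign cutoff, the mean of all compounds plus 3 SD, cut at about 60% in these data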;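 note: 0% = DMSO-treated cells and 100% = gossypol-treated cells at 36 µM; higher means less SRC3-driven luciferase light from the GAL4 reporter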
* hit, by the source's call; / = no result given; & = joins results of further samples.

SMILES	LMP1 NFkB inh	TLR9-MyD88 inh	NOD2-RIPK2 inh	COUP-TFII inh	LRH-1 inv ag	NCOA2 inhibitor	SRC1 inh	C8 TRAIL sens	TROY NFkB inh	TWEAK Fn14 block	NCOA3 inh
O=C(CN1C(=O)c2ccccc2C1=O)Nc1ccccc1C(F)(F)F	-4	-1	-13	11	-3	8	4	0	-3	-4	7
O=C(C1Cc2ccccc2CN1C(=O)c1ccccc1)N1CCN(c2ccccc2)CC1 (configuration not stated)	-1	-6	-2	-2	16	-20	-54	9	-25	-3	-3
CCOc1ccc(C(C)=O)cc1CN1C(=O)NC2(CCCCCC2)C1=O	-10	-6	6	-11	-8	-8	4	-2	5	-8	-6
Cc1csc(NC(=O)CSc2sc3c(O)cc(=O)[nH]c3c2C#N)n1	-1	-1	-2	-8	-2	7	-91	27	-10	11	-10
COCCCNC(=O)CN1C(=O)CSc2ccc(S(=O)(=O)N3CCOCC3)cc21	3	-10	-9	-9	-14	5	-10	15	5	12	3
COc1ccc(C2NC(=O)CCC2[N+](=O)[O-])c(OC)c1OC (configuration not stated)	4	-1	9	19	11	2	15	5	30	1	-3
Cc1csc(=NC(=O)c2ccccc2)n1C	-12	-6	0	-42	-132	-73	-88	9	-32	2	-107
CCS(=O)(=O)N1CCCC(C(=O)NCc2cccc(OC)c2)C1 (configuration not stated)	3	0	-14	12	-10	16	8	-6	/	8	6
O=C(NCc1ccccc1)C(=O)NCC(c1ccco1)N1CCOCC1 (configuration not stated)	-4	11	-8	/	1	/	5	4	-1	-5	4
CCN1C(=NCC2CC2)N[C@@H](c2cccc(C(F)(F)F)c2)C(C(=O)OC)=C1C	4	-4	8	/	9	/	7	24	-1	3	8
O=C(CC1C(=O)NCCN1CC1CCCCC1)NCc1ccc(Cl)cc1 (configuration not stated)	3	1	-7	-1	-16	10	-10	-1	-11	0	6
O=C(CNC(=O)c1ccco1)Nc1ccncc1	-11	1	7	-19	22	-43	29	-6	2	-1	-11
CCOC(=O)/C(C#N)=C1/C=CN(Cc2ccccc2)C=N1	-3	0	-10	3	0	1	-13	-7	3	-11	1
CCOc1ccccc1NC(=O)COC(=O)C1CC(=O)N(c2c(C)cccc2C)C1 (configuration not stated)	-3	-6	2	-1	1	-2	-10	-6	10	9	-32
O=Nc1c(-c2ccccc2)cc2ccccn12	-12	-6	-16	-12	-31	-39	-20	5	-29	-19	-14
Cc1nc2ccccc2c2nc(N)nn12	1	-3	-13	3	3	-12	3	-18	0	-14	-13
Cc1cc(C)cc(-n2ncc3c2CCCC3NC(=O)C2(C(N)=O)CC2)c1 (configuration not stated)	7	-11	10	12	-5	24	4	11	-4	14	7
CN(Cc1ccccc1)S(=O)(=O)c1ccc(NC(=S)NC(=O)C2CCCCC2)cc1	12	-10	-9	14	13	1	12	-4	3	19	11
Cc1ccc(-n2nnnc2-c2cccnc2)cc1	-4	-4	2	7	-12	-1	1	-3	-20	-4	12
O=C(CSc1nc(=O)n(CCCN2CCOCC2)c2c1CCCC2)Nc1cccc(F)c1	-5	-5	-2	4	-8	13	-1	-6	-15	-17	12

Gathered by group: the entries above with a furan ring, fused or not
SMILES	LMP1 NFkB inh	TLR9-MyD88 inh	NOD2-RIPK2 inh	COUP-TFII inh	LRH-1 inv ag	NCOA2 inhibitor	SRC1 inh	C8 TRAIL sens	TROY NFkB inh	TWEAK Fn14 block	NCOA3 inh
O=C(NCc1ccccc1)C(=O)NCC(c1ccco1)N1CCOCC1 (configuration not stated)	-4	11	-8	/	1	/	5	4	-1	-5	4
O=C(CNC(=O)c1ccco1)Nc1ccncc1	-11	1	7	-19	22	-43	29	-6	2	-1	-11

Other compounds
SMILES	LMP1 NFkB inh	TLR9-MyD88 inh	NOD2-RIPK2 inh	COUP-TFII inh	LRH-1 inv ag	NCOA2 inhibitor	SRC1 inh	C8 TRAIL sens	TROY NFkB inh	TWEAK Fn14 block	NCOA3 inh
CCN(CC)C(=O)CSc1nc(O)cc(=O)n1CC	2	4	-4	0	4	-10	9	-2	3	-3	4
CC1CCCC(NC(=O)COC(=O)c2sc3ccccc3c2Cl)C1C (configuration not stated)	-7	-8	-6	5	3	-20	-17	-8	7	11	24
CC(C)OC(=O)CSc1ncnc2c1cnn2Cc1ccccc1	-1	-5	2	9	-6	-10	-3	-15	17	-3	1
CC(O)c1cccc(NC(=O)Nc2cccc(NC(=O)Nc3cccc(C(C)O)c3)c2)c1 (configuration not stated)	-4	8	3	4	-4	10	-18	-10	-2	-7	-4
CCN1CCN(C2=C(NS(=O)(=O)c3ccc(NC(C)=O)cc3)C(=O)c3ccccc3C2=O)CC1	-5	0	-2	-24	-2	-21	-39	37	-8	2	2
O=C(NC(=S)NNC(=O)c1ccccc1F)c1cccnc1	/	/	-3	8	-6	12	-34	-5	-15	-2	-8
CCOC(=O)[C@H]1[C@H]2COc3ccc(OC)cc3[C@@H]2N2C(=O)c3ccc(F)cc3NC(=O)[C@@]12C	4	-4	-10	2	16	-14	18	2	-4	-10	-4
O=C1CCC(C(=O)OCC(=O)C23CC4CC(CC(C4)C2)C3)N1 (configuration not stated)	0	-3	0	15	7	13	-5	-9	1	-12	19
CC1(C)Cc2c(sc3c2c(=O)n(-c2ccc(Cl)cc2)c(=O)n3CC(N)=O)CO1	7	-9	-7	25	-7	11	1	8	-2	5	11
COc1ccccc1C(=O)NNC(=S)NC(=O)c1cc(OC)c(OC)c(OC)c1	16	0	-8	11	10	-16	19	21	-13	14	14
N#CCc1ccc(NC(=O)c2cc(S(=O)(=O)N3CCOCC3)ccc2Cl)cc1	1	14	-5	23	15	20	-9	-9	0	25	23
Cc1ccc(-c2nc3ncccc3o2)cc1N	-10	0	3	-30	-101	-86	-82	8	-47	5	-49
Cc1ccc(N=C2SC(C(=O)O)CC(=O)N2C)cc1C (configuration not stated)	2	4	1	0	0	-16	2	12	-13	4	-6
O=C(NC(=S)Nc1ccc(O)cc1)c1ccccc1Cl	-20	-11	-1	-54	-58	-24	-48	1	-59	-7	-38
COc1ccc(S(=O)(=O)N2CCCCCC2)cc1NC(=O)Cc1n[nH]c(=O)c2ccccc12	-2	4	3	2	-18	-21	-14	8	-18	8	2
CCC(C)Nc1nc2c(c(=O)n(C)c(=O)n2C)n1C (configuration not stated)	-11	11	-16	15	13	15	9	-12	-19	6	18
O=C(COC(=O)c1cnccn1)NCCc1ccc(Cl)cc1	-1	-2	-8	10	1	-5	-17	-13	-10	9	4
Cc1oc(-c2cccs2)nc1CN1CCN(CCC(C)C)C(CCO)C1 (configuration not stated)	-2	5	3	6	9	12	12	6	1	4	9
CCOC(=O)C1=C(CNCc2ccc(C)cc2)NC(=O)NC1c1ccc(OC)cc1 (configuration not stated)	-4	3	6	6	5	-10	3	2	-10	12	2
O=C1CC(N2CCN(c3ccccc3O)CC2)C(=O)N1Cc1ccccc1 (configuration not stated)	-4	-3	-3	-4	0	5	-2	1	5	14	-13
Cc1ccc(-c2csc(=S)n2CC(=O)OCC(=O)NCc2ccco2)cc1	4	3	-12	-7	-11	-21	-15	-1	5	0	-7
CCn1nc(C)c(CN2CCN(Cc3ccsc3)C(CCO)C2)c1C (configuration not stated)	-16	0	-8	-18	-2	7	-17	-2	1	0	21
COc1ccc(C(=O)OCC(=O)c2c(N)n(C)c(=O)n(C)c2=O)c(OC)c1OC	1	-1	-2	-15	4	-1	-3	-6	-3	-2	12
COc1cnc(-c2cccc(C(F)(F)F)c2)[nH]c1=O	-5	1	-3	17	-9	-26	7	-5	7	-6	9
CCCCCNC(=O)Cn1c(=O)c2c(ncn2CC(C)C)n(Cc2ccccc2)c1=O	-1	8	0	-4	-15	-10	-11	-20	2	50*	-6
CC(=O)Oc1ccc2cc(-c3nc4ccccc4n3C)c(=O)oc2c1	-44	22*	39*	-20	-129	-64	-75	11	-53	-2	-79
CCCC[C@H]1COCCS(=O)(=O)N1Cc1cccc(F)c1	-3	-12	-13	13	-17	-20	9	-7	-13	22	-4
Cc1cccc(NS(=O)(=O)c2ccc3c(c2)CCC(=O)N3)c1	-4	-1	9&-5	16&-2	19&17	2&10	13&6	-19&0	10&-2	5&21	-6&4
Nc1ncnc2nn(C3OC(CO)C(O)C3O)nc12 (configuration not stated)	-3	11	-8	-7	-3	-4	1	9	-14	20	4
CCN(CCCNC(=O)COc1cc(=O)n(CC)c2ccccc12)Cc1ccccc1	15	-8	1	-54	5	-43	-32	-8	-11	21	6
O=c1c(-c2ccccc2)nc2ccccc2n1C(c1ccccc1)c1nc2ccccc2[nH]1 (configuration not stated)	/	/	-18	-38	-36	-59	/	-10	/	/	/
NC(=O)CCC(NC(=S)Nc1ccccc1)C(=O)O (configuration not stated)	-18	-3	1	-3	-4	9	-8	7	0	13	8
O=C(CN1C(=O)S/C(=C\c2cccc(Cl)c2)C1=O)NCCCn1ccnc1	-1	0	-5	16	8	24	2	10	5	25	5
Cc1csc(NC(=O)CCc2ccc(S(=O)(=O)N3CCOCC3)cc2)n1	-1	7	-2	11	-9	-4	9	8	-7	13	7
COc1ccc(CCNC(C)C(=O)Nc2ccc(S(N)(=O)=O)cc2)cc1 (configuration not stated)	-3	10	-10	10	-17	-11	-15	0	-4	28	1
CCCCSc1nc2c(c(=O)n1CC)SC(C)C2 (configuration not stated)	2	-18	0	-6	-35	5	8	11	16	-3	-3
O=CN(c1ccccc1)c1ccc2ccccc2c1	4	0	-1	22	5	-5	-20	-1	-18	32	9
NC(COCc1ccccc1)c1csc(Nc2ncccn2)n1 (configuration not stated)	/	/	2	4	-12	-39	3	-14	-12	-6	-8
Cc1ccoc1C(=O)NCCCNC(=O)c1occc1C	5	6	-1	17	8	2	-19	-4	6	-14	-3
Cn1c(CC(=O)Nc2ccccc2C(F)(F)F)c(Sc2ccccc2)c2ccccc21	-3	-12	-10	-10	1	4	8	-1	-16	5	15
O=C(CNC(=O)c1ccccc1F)N/N=C/c1cc(Br)ccc1OC(=O)/C=C/c1ccco1	30	4	-5	-10	17	-4	21	53*	-5	8	24
O=Cc1ccc2noc(-c3ccc(Cl)cc3)c2c1	-3	-7	-3	-15	-82	-24	-36	-22	-28	1	-45
OCCN(CCO)c1nc2ccccc2[nH]1	-5	2	8	4	-10	-8	17	11	-2	-23	21
Nc1cccc2c(=O)[nH][nH]c(=O)c12	-7	0	-2	-1	-29	-17	1	-13	5	5	-18
C=CCn1c(SCC(=O)c2ccc(CNC(C)=O)o2)nc2scc(C3CC3)c2c1=O	-5	-7	-6	5	1	1	-5	-19	8	0	-5
C=C(Br)CN1CCN(CC(=C)Br)CC1	0	3	7	0	-11	-4	3	-1	-20	10	-17
NC(=O)c1cc(S(=O)(=O)N2CCN(c3ccc([N+](=O)[O-])cc3)CC2)cs1	5	4	-3	6	15	30	5	-1	24	3	-1
Cc1ccc(NC(=O)CN2CCCCC2)c2c1CC(C)(C)O2	0	1	2	-7	-2	2	1	5	-2	-8	20
CCN(CC)C(=O)c1csc(Nc2ccc(C)cc2)n1	2	0	6	-38	-37	-3	-24	-14	-23	1	-1

Results in COUP-TFII inh and TLR9-MyD88 inh, for 2 of the compounds above:
molecule	COUP-TFII inh	TLR9-MyD88 inh
O=C(CSc1nc(=O)n(CCCN2CCOCC2)c2c1CCCC2)Nc1cccc(F)c1	4	-5
O=CN(c1ccccc1)c1ccc2ccccc2c1	22	0

A portion of the library; the hit share may differ from the screen's.
